High-throughput results as filed in PubChem BioAssay.
DAX1 inh-1: DAX1 (NR0B1) inhibitors, primary screen, cell-based, HEK293, Gal4-DAX1, luciferase luminescence | Nuclear receptor subfamily 0 group B member 1 (Homo sapiens), P51843 | HEK293 Gal4-DAX1 luciferase reporter | inhibition, % at 6.75 µM | 0.99% of 340,000 active | AID 504766, 2011;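 active means inhibition above the mean over all tested compounds plus 3 SD, cut at about 4.2% in these data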;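 further: 0% = DAX1-transfected cells with DMSO and 100% = empty-vector control cells with DMSO; inhibition shows as a rise in luminescence from relieved DAX1 repression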
Target sequence (P51843 207-470 limits assumed): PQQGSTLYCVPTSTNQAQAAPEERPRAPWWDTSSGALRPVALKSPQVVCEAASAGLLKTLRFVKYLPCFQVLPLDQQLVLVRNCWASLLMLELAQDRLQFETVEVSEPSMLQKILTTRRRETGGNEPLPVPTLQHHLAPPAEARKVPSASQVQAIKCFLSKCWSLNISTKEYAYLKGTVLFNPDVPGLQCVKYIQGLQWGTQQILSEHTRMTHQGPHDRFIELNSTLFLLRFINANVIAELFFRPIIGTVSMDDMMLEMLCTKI
GAA850 FXN act: FXN promoter activators, primary screen, cell-based, luciferase luminescence, HEK293 lucGAA850; 0.56% of 360,000 active; HEK293 lucGAA850 FXN promoter luciferase reporter, 24 h; percent of 10 µM SAHA response; activation, % at 6 µM;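 active means activation above the average of all compounds screened plus 3 SD, cutoff fixed separately per campaign, cut at about 7.5% in these data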;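 further: 0% = DMSO wells and 100% = 10 µM SAHA wells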
ADAM10 inh: human ADAM10 inhibitors, primary screen, biochemical, QFRET, HTS. Disintegrin and metalloproteinase domain-containing protein 10 (Homo sapiens), O14672. recombinant ADAM10, EDANS/DABCYL FRET peptide cleavage, 3 h. inhibition, % at 7 µM. 0.62% of 370,000 active. AID 720582, 2013;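 active means inhibition above a per-campaign cutoff equal to the mean of compounds falling between control-based bounds plus 3 SD, cut at about 20% in these data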;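 further: 0% = DMSO wells while the 100% control is not disclosed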
Target sequence (O14672 214-748 limits assumed): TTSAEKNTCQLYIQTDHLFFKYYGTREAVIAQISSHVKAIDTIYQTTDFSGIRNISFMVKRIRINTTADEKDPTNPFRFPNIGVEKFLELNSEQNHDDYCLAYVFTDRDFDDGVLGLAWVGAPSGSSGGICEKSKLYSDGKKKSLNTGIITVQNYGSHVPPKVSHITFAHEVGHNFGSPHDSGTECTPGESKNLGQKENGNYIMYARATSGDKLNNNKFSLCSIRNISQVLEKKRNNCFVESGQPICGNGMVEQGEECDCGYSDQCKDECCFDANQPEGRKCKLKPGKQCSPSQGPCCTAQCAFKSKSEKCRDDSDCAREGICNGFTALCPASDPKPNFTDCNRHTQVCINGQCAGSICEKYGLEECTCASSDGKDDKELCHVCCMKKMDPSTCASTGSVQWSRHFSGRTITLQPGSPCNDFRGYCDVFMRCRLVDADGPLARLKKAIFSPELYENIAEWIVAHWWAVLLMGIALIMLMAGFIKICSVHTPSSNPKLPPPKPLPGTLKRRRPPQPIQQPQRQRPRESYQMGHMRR
SMARCA2 act: SMARCA2 (BRM) function activators, primary screen, cell-based, luminescence, high throughput; 1% of 370,000 active; activation, % at 9.1 µM; MG213 cells, MMTV-luciferase reporter, dexamethasone, overnight; AID 652017, 2013; in the data active means activation above about 7.8%;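 further: 0% = vehicle wells and 100% = reference activator wells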
DAX1 inh-2: DAX1 (NR0B1) inhibitors on StAR promoter, primary screen, cell-based, luminescence, SF-1 (NR5A1), full-length DAX-1; inhibition, % at 6.8 µM; 1.1% of 370,000 active; HEK293T StAR-luciferase reporter, SF-1/DAX-1 repression relief; AID 652010, 2013;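 active means inhibition above the mean over all tested compounds plus 3 SD, cut at about 3.6% in these data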;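 further: 0% = DAX-1 cells with DMSO and 100% = cells lacking DAX-1 with DMSO; higher inhibition means more luminescence from relief of DAX-1 repression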
GC-A act: GC-A stimulated cGMP production enhancers – HEK293 GC-A cells, cGMP TR-FRET, EC30 ANP, primary screen; Atrial natriuretic peptide receptor 1 (Homo sapiens), P16066; activation, % at 10 µM; 0.14% of 370,000 active; 0% at EC30 ANP, 100% saturating ANP; AID 1671463, 2021; in the data active means activation above about 40%
hgDAF12 agonist: H. glycines DAF-12 receptor agonists, primary screen, cell-based, luminescence, HEK293, GAL4 fusion, UAS-luciferase. activation, % at 6.8 µM. HEK293 GAL4-hgDAF12 UAS-luciferase reporter, agonist luminescence; normalized to butyrate control. 1.8% of 370,000 active. AID 687014, 2013. Nuclear hormone receptor DAF-12 (Heterodera glycines), GAL4 fusion;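 active means activation above a cutoff set at the mean of all screened compounds plus 3 SD, cut at about 10% in these data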;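 further: 0% = DMSO wells and 100% = sodium butyrate wells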
NPR2 activator: human GC-B receptor activators, primary screen, HEK293 GC-B cells, cGMP TR-FRET, EC30 CNP; Atrial natriuretic peptide receptor 2 (Homo sapiens), P20594; activation, % at 10 µM; 0% at EC30 CNP, 100% saturating CNP; AID 1920062, 2024; 0.11% of 370,000 active;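 active means activation at 10 µM reaching about 35% in either raw or pattern-adjusted values, limit read from the data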
sPLA2-III inh: human group III sPLA2 inhibitors, primary screen, biochemical, QFRET, BODIPY PC-A2 liposome substrate. Group 3 secretory phospholipase A2 (Homo sapiens), Q9NZ20. QFRET BODIPY PC-A2 liposome hydrolysis, fluorescence. inhibition, % at 12.2 µM. 0.56% of 370,000 active. AID 743126, 2013;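 active means inhibition above mean plus 3 SD of compounds lying within the high and low control bounds, cut at about 19% in these data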;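 further: 0% = median of test compound wells and 100% = no enzyme DMSO wells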
hcDAF12 agonist: H. contortus DAF-12 nuclear receptor activators, primary screen, cell-based, luminescence, HEK293, lit1-tk-luc reporter. activation, % at 6.8 µM. HEK293 hcDAF-12 lit1-tk-luc reporter; 0% DMSO, 100% Δ7-dafachronic acid. 1.4% of 370,000 active;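 active means activation above the mean of all tested compounds plus 3 SD, cut at about 5.5% in these data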;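 further: 100% = response to 3 µM Δ7-dafachronic acid high control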
ssDAF12 agonist: S. stercoralis DAF-12 nuclear receptor activators, primary screen, cell-based, luminescence, HEK293, GRIP1 co-expression, lit1-tk-luc; activation, % at 6.8 µM; HEK293 ssDAF-12/GRIP1 lit1-tk-luc reporter; % of 3 µM dafachronic acid response; Nuclear hormone receptor DAF-12 (Strongyloides stercoralis); 1% of 370,000 active;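 active means activation above the mean over all tested compounds plus 3 SD, cut at about 0.9% in these data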;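 further: 0% = DMSO-only wells and 100% = 3 µM delta7-dafachronic acid wells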
* = called active by the depositor; nt = not tested or not shown; & = joins results of further samples. The order is random, and some 6.6% of all compounds hit somewhere here.

The first 2 compounds, to show the layout:
SMILES	DAX1 inh-1	GAA850 FXN act	ADAM10 inh	SMARCA2 act	DAX1 inh-2	GC-A act	hgDAF12 agonist	NPR2 activator	sPLA2-III inh	hcDAF12 agonist	ssDAF12 agonist
OCC1CCCCN1CC(O)COC(c1ccc(F)cc1)c1ccc(F)cc1 (centres undefined)	-0.2	-0.3	6	5	0.2	-20	1.1	-7	6	0.7	-1.0
NC(=O)c1ccc(-n2nnnc2SCC(=O)Nc2ccccc2F)cc1	0.1	1.0	-1	-2	0.2	1	1.8	-5	2	0.3	-0.7

This part in full, previewed entries included:
SMILES	DAX1 inh-1	GAA850 FXN act	ADAM10 inh	SMARCA2 act	DAX1 inh-2	GC-A act	hgDAF12 agonist	NPR2 activator	sPLA2-III inh	hcDAF12 agonist	ssDAF12 agonist
OCC1CCCCN1CC(O)COC(c1ccc(F)cc1)c1ccc(F)cc1 (centres undefined)	-0.2	-0.3	6	5	0.2	-20	1.1	-7	6	0.7	-1.0
NC(=O)c1ccc(-n2nnnc2SCC(=O)Nc2ccccc2F)cc1	0.1	1.0	-1	-2	0.2	1	1.8	-5	2	0.3	-0.7
O=C(Nc1ccc(C(=O)N2CCCCC2)cc1)C1CCCCC1	1.6	4.0	1	0	-0.3	2	2.5	5	-3	-1.2	-1.0
O=c1[nH]c(CNCc2cccnc2)nc2ccccc12	2.6	0.5	-15	-3	0.5	-3	1.5	-1	4	-0.6	-0.9
COc1ccccc1N=Cc1c(O)c2ccccc2oc1=O	0.6	-1.6	11	-3	-0.3	7	1.1	-4	-8	1.3	-0.1
O=C(/C=N/O)NCCCN1CCOCC1	-0.3	1.7	-11	-1	0.3	3	-1.5	0	5	-1.8	0.2
Cc1cc(OCC(=O)NNC(=O)c2ccncc2)cc(C)c1Cl	-0.7	-1.5	0	5	-0.1	2	-2.9	-3	-5	-0.1	-1.6
Cc1ccc(-c2cc(C(=O)NCCCN3CCOCC3)c3ccccc3n2)cc1	1.2	0.6	-434	0	-0.7	2	2.0	1	-4	-1.3	-1.2
O=C(/C=C/c1ccco1)N1CCc2ccccc21	-0.3	2.3	2	9.6*	10*	1	16*	-1	-1	16*	1.5*
COc1ccc(-n2c(-c3ccc(Br)cc3)c[n+]3c2CCC3)cc1	-0.8	0.5	0	-7	-2.0	5	-6.3	-1	-5	-0.8	-2.3
CC1CN(Cc2ccccc2)C(=S)N(c2ccccc2)C1=O (centres undefined)	-0.5	-0.1	-7	-2	0.2	-3	2.8	5	0	-1.8	-1.0
N#CC1=C(N)OC(c2ccccc2)=C(C#N)C1c1ccc2c(c1)OCO2 (centres undefined)	0.7	2.4	-33	-2	-1.0	-3	1.7	5	-3	-0.5	-1.2
CCC(C)(C(=O)NC1CCCC1)N(Cc1cccs1)C(C)=O (centres undefined)	0.3	-2.5	2	0	-0.8	0	-0.6	-2	-3	1.9	-0.5
CC(C)C(NC(=O)Cc1ccccc1)C(=O)N1CCN(c2cccc(Cl)c2)CC1 (centres undefined)	-2.0	-3.2	-5	-5	-5.6	-6	-8.0	0	9	-5.0	-2.1
Cc1ccc(N2CS(=O)(=O)/C(=C/N(C)C)C2=O)cc1	2.2	1.9	-7	1	2.2	4	10	3	8	2.2	-0.3
CN1CCC[C@H]1c1cccnc1	2.2&-0.9	-0.6&2.0	6&2	4&3	-0.1&-0.2	2&3	-1.7&0.5	2&-1	2&0	0.9&-3.3	-1.0&-1.4
O=S(=O)(c1ccc(Cl)nc1)N1CCCc2ccccc21	-0.1	1.6	0	-4	-0.5	-1	-2.1	-9	8	-3.0	-1.4
Cn1c(=O)oc2cc(S(=O)(=O)NC3CCN(Cc4ccccc4)CC3)ccc21	-0.3	0.3	-5	-2	0.5	-4	-0.6	-1	-6	-0.5	-1.2
CCN(C(=O)CN1C(=O)S/C(=C\c2ccc(Cl)cc2)C1=O)C1CCS(=O)(=O)C1 (centres undefined)	-0.1	0.5	-2	2	0.1	0	-1.6	1	1	2.3	-0.9
O=C(CS(=O)(=O)c1cn(CC(=O)N2CCOCC2)c2ccccc12)Nc1ccccc1F	-0.1	0.0	-6	-1	-0.4	4	-0.5	2	3	0.2	-0.6
CCOc1cc(S(=O)(=O)n2nc(C)cc2C)ccc1F	0.4	-2.6	10	-2	-0.7	2	-2.2	4	8	-0.7	-1.4
O=S(=O)(c1ccccc1)C(/C=N\O)/C=C/c1ccccc1 (centres undefined)	0.0	2.6	-12	0	-0.5	2	-1.7	5	-16	0.4	0.0
S=c1[nH]nc(-c2ccncc2)n1/N=C/c1cn(-c2ccccc2)nc1-c1ccccc1	nt	2.2	-3	1	0.4	-1	-0.1	0	-7	2.6	-1.7
O=C(N=C1SC2CS(=O)(=O)CC2N1c1ccc(F)cc1)C1CCCCC1 (centres undefined)	-0.5	0.8	-3	-1	-1.7	-2	-0.5	2	-1	-2.0	-1.1
O=C1C(=O)N(CCCN2CCOCC2)C(c2ccc(Cl)cc2)/C1=C(\O)c1ccc2c(c1)OCCO2 (centres undefined)	1.0	0.6	-7	1	0.2	5	0.3	2	-2	0.5	-0.8
CCC1(c2ccc(F)cc2)NC(=O)N(CC(=O)c2cc(C)n(C3CC3)c2C)C1=O (centres undefined)	-0.6	2.2	-3	-3	-1.0	2	-2.7	0	3	-0.9	-1.5
CC(Sc1nnc2n1CCCCC2)C(=O)Nc1ccccc1[N+](=O)[O-] (centres undefined)	-0.1	0.4	-14	-2	-1.4	1	2.1	2	-1	0.0	-1.3
Cc1ccc(C(C)c2c(C)c([N+](=O)[O-])cc(C)c2[N+](=O)[O-])cn1 (centres undefined)	-2.1	-1.2	-2	-4	-0.6	-1	-3.0	-5	-7	-3.6	-1.9
CC(=O)c1ccc(OC(C)C)c(CSc2nc(O)cc(=O)[nH]2)c1	0.8	3.6	5	1	0.0	4	2.4	12	4	-0.7	-1.3
O=S(=O)(NCc1cccs1)c1ccc(Cl)s1	0.1	4.6	2	-2	0.3	1	-2.1	-2	-1	1.2	-1.1
CC(=O)NCc1ccc(OCCCN2CCC(C(O)(c3ccccc3)c3ccccc3)CC2)cc1	nt	nt	-28	-4	1.8	-16	0.2	-19	-16	-0.7	-1.2
COC(=O)C(C)Sc1nnc(SC(C)C(=O)OC)s1 (centres undefined)	2.1	-1.8	5	1	0.0	5	-0.7	-5	7	0.0	-0.8
COc1ccc(NC(=O)c2c3c(nc4ccccc24)CCC3)cc1S(=O)(=O)N1CCOCC1	-1.9	2.5	15	3	-0.6	5	0.8	1	-5	-0.6	-1.4
CCOC(=O)c1cc2sccc2n1CC(=O)N1c2ccccc2CC1C (centres undefined)	-0.6	0.1	8	3	-0.2	2	2.0	8	4	-1.4	-0.9
CC(=O)N1CCC(C(=O)NCCOc2cccc(C)c2)CC1	2.7	0.5	4	0	0.5	-2	-0.3	3	-2	-0.5	-0.7
O=C(CNc1cccc(S(=O)(=O)N2CCOCC2)c1)Nc1cccc(Br)c1	-1.7	-0.9	0	-1	-2.2	-2	-5.4	5	-21	-2.2	-1.3
Nc1cc(F)ccc1N1CCCCCC1	-3.2	-0.7	0	-1	-1.3	2	-0.8	3	-2	-0.8	-1.6
Cc1ccc(NC(=O)CCn2nc([N+](=O)[O-])cc2C)nc1	-0.6	1.6	7	-4	0.1	0	-2.4	1	5	-2.8	-0.8
COC(=O)C(CCCN1C(=O)c2ccccc2C1=O)(NC(C)=O)c1nn[nH]n1 (centres undefined)	0.5	2.2	-4	1	0.5	-3	-1.4	3	2	-0.7	-0.7
COc1ccc(S(=O)(=O)N2CCCC2C(=O)NCc2ccccc2Cl)cc1 (centres undefined)	0.2	0.7	1	-3	-0.9	-1	-1.1	5	-2	-1.4	-1.8
O=C(O)c1cc(S(=O)(=O)O)ccc1O	1.3	-1.8	-7	1	-0.1	3	1.6	-2	-3	-0.3	-1.2
O=C(CN1C(=O)CNC1=O)Nc1ccc(Cl)cc1	1.9	-2.2	7	-2	0.3	-2	-1.6	2	3	-1.7	-1.4
c1ccc2c(c1)COc1c3ncccc3nn1-2	1.4	2.4	-415	13*	2.3	0	13*	5	3	1.6	0.0
C[C@@H]1CN([C@@H](C)CO)C(=O)CCCn2cc(nn2)CO[C@H]1CN(C)C(=O)c1cc(-c2ccccc2)on1	-0.2	-1.6	-19	-3	-0.4	5	-1.1	-2	6	0.4	-1.2
Cc1cc(C)nc(NS(=O)(=O)c2ccc(NC(=O)C(C)C)cc2)n1	1.7	0.3	3	-1	0.5	-1	-1.1	-3	11	-0.9	-1.0
Cc1c(C=O)c2ccccc2n1CCOc1ccccc1F	-2.6	0.0	-9	-5	-1.0	0	-5.8	-3	2	-3.6	-2.5
O=C(COC(=O)c1ccc(F)cc1F)Nc1ccc(S(=O)(=O)N2CCOCC2)cc1	-0.7	-0.4	-12	-2	-0.4	5	-0.5	-7	-7	-1.1	-1.0
Cc1cccc(OCCCCn2c(CO)nc3ccccc32)c1	-2.5	1.8	1	-2	-0.2	-4	-2.6	-9	0	-3.1	-1.4
CCOCCCNC(=O)C(NC(=O)c1ccc(NC(C)=O)cc1)c1ccc(Cl)cc1 (centres undefined)	-0.6	3.0	7	-1	0.5	-4	-1.5	-4	-5	-3.2	-0.3
CCN1CCN(C(=O)COCc2cc(-c3ccc4c(c3)OCO4)on2)CC1	0.3	0.1	-4	-2	0.7	-4	2.0	4	0	0.3	-0.3
O=C(OCc1nnc(-c2ccc(Cl)cc2)o1)c1ccncc1	0.3	-0.4	-11	3	0.2	0	2.1	-3	-2	-1.9	-1.0
Cc1ccc(S(=O)(=O)NCC(=O)NCC(=O)NCCc2ccccc2F)cc1C	0.0	0.6	1	-2	-1.9	-1	-0.1	2	-8	-0.2	-1.1
CCOC(=O)[C@]12CCCC3=C1N(CCC3)C(=O)[C@@H](CC(=O)NCc1ccc(C)o1)C2	nt	nt	1	2	-0.7	1	3.8	3	-6	-1.2	-1.4
COc1ccc(C2=NOC(C)(c3nnc(-c4ccc(Cl)cc4)o3)C2)cc1 (centres undefined)	1.1	1.5	1	1	0.0	1	-3.1	1	-1	-0.9	-0.9
COc1cc(/C=C/C(=O)NC(=O)c2ccccc2O)ccc1O	2.2	1.6	-16	4	2.5	-5	0.2	-7	1	3.5	-0.5
